Giardia kill = Small Molecules that selectively kill Giardia lamblia: qHTS. Giardia lamblia trophozoite viability. actives 0.15% (n = 340,000). activity change, % at 7.66 µM, hits read low; in the data active means activity change below about -80%; inconclusive means between about -30% and that limit;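 further: parasites exposed to compound for two days anaerobically before the ATP read; on the % scale 0 is the no-effect control and ±100 the full control effect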
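Luminescent ATP signal served as the viability read-out, measured 15-30 min after adding ATP detection reagent to trophozoites that had been incubated with compounds for 48 hrs at 37 deg C anaerobically at 100 cells/well.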
RORgamma inh = qHTS for inhibitors of ROR gamma transcriptional activity | Nuclear receptor ROR-gamma (Mus musculus), P51450 | Drosophila S2 Gal4-RORgamma UAS-luciferase reporter, 20 h | Potency, µM (top dose mostly 53.6 µM), without a hit: top-dose activity change, negative = inhibition, hits mostly inhibitors | actives 5.4% (n = 310,000); further: potency means the concentration at half of the fitted maximal effect; on the % scale 0 is the no-effect control and ±100 the full control effect; nearly all actives have a fitted effect of over 60% in size
Target sequence (P51450 whole entry, looked up, the tested form may be a part): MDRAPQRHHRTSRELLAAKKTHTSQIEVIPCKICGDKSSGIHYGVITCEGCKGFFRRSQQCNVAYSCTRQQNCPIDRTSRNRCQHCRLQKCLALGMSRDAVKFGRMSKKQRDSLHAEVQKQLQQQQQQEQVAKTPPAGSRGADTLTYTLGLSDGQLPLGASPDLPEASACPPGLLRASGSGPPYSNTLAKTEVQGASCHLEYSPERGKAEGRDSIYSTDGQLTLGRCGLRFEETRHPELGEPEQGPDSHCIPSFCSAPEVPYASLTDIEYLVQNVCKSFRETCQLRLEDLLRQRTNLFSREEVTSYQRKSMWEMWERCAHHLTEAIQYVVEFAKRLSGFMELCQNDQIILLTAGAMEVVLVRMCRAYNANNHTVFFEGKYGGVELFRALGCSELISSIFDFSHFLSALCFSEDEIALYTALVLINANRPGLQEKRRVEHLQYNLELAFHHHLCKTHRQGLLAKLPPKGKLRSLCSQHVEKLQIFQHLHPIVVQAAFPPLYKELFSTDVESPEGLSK
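Drosophila Schneider cells stably carrying a metallothionein-driven Gal4 DBD–ROR gamma fusion and a UAS-Photinus luciferase reporter were exposed to compound for 1 hr, then induced with copper sulfate (700 uM final) for 20 hr at ambient temperature before luminescence reading.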
KCNH2 3.1 inh = qHTS for Inhibitors of KCHN2 3.1: Mutant qHTS; Potassium voltage-gated channel subfamily H member 2, brain isoform KCNH2 3.1 (human); U2OS KCNH2 3.1, thallium flux FluxOr; hits give low values; activity change, % (tested at about 1.8 µM); actives 0.95% (n = 340,000); AID 720553, 2013;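 active means maximum activity change below -70%; inconclusive means maximum activity change from -70% to -50%; inactive means maximum activity change above -50%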;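 further: thallium influx rate constant from kinetic fluorescence after stimulation buffer; on the % scale 0 is the no-effect control and ±100 the full control effect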
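Kinetic fluorescence (2 min after stimulation buffer) measures Tl+ influx through KCNH2 3.1 expressed by viral transduction in U2OS cells; the rate constant is normalized against DMSO controls serving as positive and negative references.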
FLuc modulator = qHTS profiling assay for firefly luciferase inhibitor/activator using purifed enzyme and Km concentrations of substrates (counterscreen for miR-21 project); Luciferin 4-monooxygenase (Photinus pyralis), P08659; purified FLuc, Km substrates, luminescence inhibition; Potency, µM (series often up to 57.5 µM), inactives show at the top dose activity change, negative = inhibition, most hits filed as inhibitors; actives 6.9% (n = 360,000); AID 588342, 2011;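 further: potency means the concentration at half of the fitted maximal effect; plate controls were vehicle for no effect and reference inhibitor for full effect; nearly all actives have a fitted effect of over 55% in size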
Target sequence (P08659 whole entry, looked up): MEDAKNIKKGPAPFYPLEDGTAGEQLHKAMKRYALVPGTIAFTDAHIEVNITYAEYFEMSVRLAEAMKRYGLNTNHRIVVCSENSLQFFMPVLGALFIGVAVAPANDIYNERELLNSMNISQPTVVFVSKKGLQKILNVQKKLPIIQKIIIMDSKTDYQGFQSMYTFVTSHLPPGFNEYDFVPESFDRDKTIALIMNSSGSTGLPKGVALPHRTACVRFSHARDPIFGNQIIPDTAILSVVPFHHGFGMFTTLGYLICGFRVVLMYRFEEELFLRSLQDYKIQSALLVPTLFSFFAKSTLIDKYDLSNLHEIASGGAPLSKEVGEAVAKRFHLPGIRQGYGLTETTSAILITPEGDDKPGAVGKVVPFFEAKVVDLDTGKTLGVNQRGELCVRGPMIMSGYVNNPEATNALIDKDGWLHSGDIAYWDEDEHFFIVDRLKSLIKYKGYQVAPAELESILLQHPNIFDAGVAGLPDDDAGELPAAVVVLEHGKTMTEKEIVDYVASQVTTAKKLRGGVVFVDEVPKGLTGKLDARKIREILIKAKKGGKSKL
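Purified P. pyralis luciferase, 10 nM final, with Km-level 10 uM D-luciferin and 10 uM ATP in 50 mM Tris acetate pH 7.5, 10 mM Mg acetate, 0.01% Tween-20, 0.05% BSA; 6-point qHTS titration about 60 µM downward; luminescence read.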
ELG1 genotox = qHTS screen for small molecules that induce genotoxicity in human embryonic kidney (HEK293T) cells expressing luciferase-tagged ELG1; actives 1.3% (n = 330,000); Potency, µM (top dose mostly 46 µM), without a hit: at the highest dose activity change, positive = activation, most hits filed as activators; HEK293T ELG1-luciferase reporter, luminescence, 16 h; AID 504466, 2011; further: potency means the concentration at half of the fitted maximal effect; % of control where 0% means no effect; nearly all actives have a fitted effect of over 60% in size
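HEK293T cells expressing luciferase-tagged ELG1 were exposed to compound or DMSO vehicle for 16 hr at 37 °C and 5% CO2. Luciferase activity was then measured with ONE-Glo after 30 min at room temperature.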
NPC1 prom act = qHTS Assay for NPC1 Promoter Activators | Huh7 NPC1 promoter luciferase reporter, 24 h | AID 485313, 2010 | actives 2.4% (n = 320,000) | Potency, µM (series often up to 9.22 µM), without a hit: top-dose activation, hits mostly activators;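 further: potency means the concentration at half of the fitted maximal effect; % of control where 0% means no effect; nearly all actives have a fitted effect of over 60% in size; reporter is driven by a mutant NPC1 promoter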
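Stable NPC1-promoter luciferase Huh7 line; cpd (DMSO) 24 h, 37 °C, 5% CO2; Amplite luciferase reagent 10 min RT; luminescence readout. qHTS format.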
Rab9 promoter act = qHTS Assay for Rab9 Promoter Activators | Huh7 Rab9 promoter-luciferase reporter, luminescence, 24 h | Potency, µM (highest dose often 9.22 µM), for the others: top-dose activation, negative = inhibition, most hits filed as activators | actives 2.8% (n = 320,000) | AID 485297, 2010; further: potency means the concentration at half of the fitted maximal effect; % of control where 0% means no effect; nearly all actives have a fitted effect of over 60% in size
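Huh7 cells stably carrying Rab9 promoter–luciferase reporter, plated 1500 cells/well, compound added after 2 h and incubated 24 h at 37 °C; luciferase luminescence then read after 10 min with detection reagent.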
Tb PFK block = qHTS Assay to Find Inhibitors of T. brucei phosphofructokinase | AID 485367, 2010 | Potency, µM (series often up to 57.5 µM), without a hit: at the highest dose activity, negative = inhibition, most hits filed as inhibitors | ATP-dependent 6-phosphofructokinase (Trypanosoma brucei brucei), O15648 | T. brucei PFK, ADP-Glo luminescence | actives 0.17% (n = 330,000);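 further: potency means the concentration at half of the fitted maximal effect; 0% = uninhibited 1x PFK enzyme wells and -100% = no-enzyme wells; nearly all actives have a fitted effect of over 60% in size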
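Activity is normalized to no-enzyme wells (full inhibition) and 1.25 nM enzyme wells (no inhibition). Reaction: 0.5 mM F6P, 0.1 mM ATP, 45 min RT, ADP-Glo luminescence; concentration-response curves fitted and classed by quality.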
Gal4-VP16 FLuc = VP16 counterscreen qHTS for inhibitors of ROR gamma transcriptional activity | Drosophila S2 Gal4-VP16 UAS-luciferase, luminescence, 20 h | Potency, µM (titrated, usually from 53.6 µM), inactives show top-dose activity, negative = inhibition, actives largely listed as inhibitors | actives 3.5% (n = 310,000) | AID 2546, 2010;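 further: Gal4-VP16 expression switched on by copper sulfate through the metallothionein promoter; potency means the concentration at half of the fitted maximal effect; on the % scale 0 is the no-effect control and ±100 the full control effect; nearly all actives have a fitted effect of over 50% in size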
uPA surface inh = qHTS for Inhibitors of Cell Surface uPA Generation; actives 0.31% (n = 330,000); Potency, µM (series often up to 38.3 µM), for inactives: top-dose activity change, negative = inhibition, most hits filed as inhibitors; cell surface uPA generation assay, qHTS; AID 540303, 2011; active means well fitted inhibition curve with a large enough effect; inconclusive means small, poorly fitted or top-dose-only effect; inactive means no such curve, though single readings can be large or run the other way; tested in mouse RAW 264.7 cells; further: potency means the concentration at half of the fitted maximal effect; on the % scale 0 is the no-effect control and ±100 the full control effect; nearly all actives have a fitted effect of over 55% in size
Coupling enz = qHTS Assay for Inhibitors of Fructose-1,6-bisphosphate Aldolase from Giardia Lamblia: Coupling assay counterscreen; activity change, negative = inhibition, % at 58.2 µM, hits read low; AID 2472, 2010; actives 0.67% (n = 290,000); coupling enzyme system counterscreen, AmpLite Red fluorescence; in the data active means activity change below about -30%; further: on the % scale 0 is the no-effect control and ±100 the full control effect
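Final compound at 57.5 uM, incubated 10 min at RT with coupling enzyme reagent (glyceraldehyde-3-phosphate), then 20 min with substrate and AmpLite Red detection. Fluorescence read at 525/598 nm; tests interference with the coupling assay, not aldolase inhibition.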
Active calls of the source: *; ? = inconclusive; · = no result given; [ ] = remark or other dose. Unless noted, the call rests on the fitted dose curve; in most records, active means well fitted curve in the direction sought with a large enough effect; inconclusive means small, poorly fitted or top-dose-only effect, or another doubt; inactive means no such curve, though single readings can be large; an effect the other way counts as inactive or inconclusive. An unsorted share of the library; about 14% have a hit in one of these screens.

Second line of a record – Gal4-VP16 FLuc	NPC1 prom act	FLuc modulator	RORgamma inh	uPA surface inh	Tb PFK block	KCNH2 3.1 inh	Coupling enz	Giardia kill	Rab9 promoter act	ELG1 genotox
> CN(C)CCCN(Cc1ccccc1)C(=S)Nc1ccc(SC(F)F)cc1
→ 12%	-5%	0%	-25%	?	-1%	-33	0	4	1%	-1%
> O=C(NCc1cccc(CNC(=O)C(=O)NCC2CCCO2)c1)C(=O)NCC1CCCO1 (stereo not given)
→ 1%	0%	0%	-16%	-2%	-3%	-3	1	-5	-2%	0%
> COc1cccc(CSc2nnc(-c3ccc(F)cc3)o2)c1
→ 24%	0%	2%[2.3 µM]	?	-3%	19%	-12	2	8	12%	5%
> Cc1cc(C)cc(NC(=O)CN2C(=O)COc3ccc(S(=O)(=O)N4CCCC4)cc32)c1
→ 23%	1%	-10%	9%	7%	-3%	28	5	1	-4%	-2%
> COC(=O)CSc1nnc(C)n1-c1cccc(C#N)c1
→ -7%	6%	-1%	-14%[10 µM]	6%	-7%	1	1	1	-2%	0%
> Cc1cccc(-c2noc(CN(C(=O)c3c(-c4ccccc4Cl)noc3C)C(C)C)n2)c1
→ -1%	-2%	-1%	24%	?	1%	0	-3	11	-9%	-16%
> O=C(CCCc1nc(-c2ccc(Cl)cc2)no1)NC1CCCC1
→ -7%	0%	2%	-3%	6%	0%	-7	·	-4	-2%	-12%
> Oc1ccc(/C=N/n2c(-c3ccccc3)n[nH]c2=S)cc1Br
→ -13%	-4%	4%	?	-12%	-9%	1	2	-20	-1%	-2%
> CSc1ccc(/C=N/n2nnnc2N)cc1
→ 20%	24%	-19%	?	-3%	-11%	15	0	6	10%	?
> O=C(CN1C(=O)c2ccccc2S1(=O)=O)N1CCCCC1
→ -3%	?	2%	-11%	-1%	0%	-2	2	-13	2.5µM*	16µM*
> CC(SCc1ccccc1)C(=O)NN=C1CCN(C)CC1 (stereo not given)
→ 24%[0.365 µM]	-1%	8%	7.1µM*	3%	-8%	-1	0	9	7%	-4%
> COc1cccc(NC(=O)C2CC2)c1
→ ·	0%	-8%	·	14%	-9%	-13	·	-6	-5%	2%
> O=C(O)CNC(=S)N(Cc1ccccc1Cl)C1CCCC1
→ -3%	-6%	?	8%	-2%	-2%	-4	10	13	-6%	5%
> COc1ccc(-n2c(=O)[nH]cc(C(=O)N3CCc4ccccc43)c2=O)cc1
→ -2%	-1%	5%	29%	-3%	0%	-9	1	6	-1%	0%
> Cc1cc(NS(=O)(=O)c2ccc(NC(=O)CCc3ccccc3)cc2)no1
→ -4%	-1%	0%	39%	3%	-16%	10	9	-25	2%	-2%
> COc1ccc(NC(=O)C2=CC(c3ccc(C)cc3)=NS(=O)(=O)N2C)cc1OC
→ -29%	1%	?	?	-9%	0%	4	0	7	-8%	2%
> CCc1c(C)[nH]n(-c2ccc(Oc3ccccc3)c(S(=O)(=O)O)c2)c1=O
→ -7%	-4%	1%	38%	2%	3%	1	-4	-6	1%	-1%
> CCNc1ccc(S(=O)(=O)N(C)C)cc1NCC(=O)Nc1ccccc1F
→ -3%	-2%	2%	21%	-19%	-3%	1	-5	6	0%	-1%
> CCCC(O)(CCN(C)C)c1ccc(OC)cc1 (stereo not given)
→ 6%	0%	1%	-2%	2%	-1%	3	0	-6	-4%	2%
> Cn1nccc1C(=O)N1CCCC(Nc2ccc(F)cc2)C1 (stereo not given)
→ 0%	-1%	2%	-3%	5%	1%	14	-1	-8	2%	2%
> COC(=O)c1ccc(/C=N/NC(=O)c2ccccc2Cl)cc1
→ 6%	14%	?	?	-5%	-1%	-8	-1	-3	18%	9%
> Cc1cc[n+](CCC(=O)O)c2ccccc12
→ 0%	0%	0%	22%	-1%	-6%	23	-2	2	4%	-2%
> CC(C)c1ccc(S(=O)(=O)N2CCN(C(=O)C3CCN(C(=O)c4ccc(F)cc4)CC3)CC2)cc1
→ ?	-6%	1%	?	-1%	-5%	4	·	13	-1%	-12%
> Cc1ccc(N(CC(=O)NCC2CCCO2)S(=O)(=O)c2ccccc2)c(C)c1 (stereo not given)
→ 6%	-1%	3%	9%	-7%	2%	1	0	26	0%	0%
> Clc1ccccc1-c1nnc2sc(-c3cccs3)nn12
→ 2%	16%	-14%	-25%	·	2%	6	2	-12	5%	3%
> Cc1ccc(C(=O)Oc2oc(-c3ccco3)nc2C=Nc2ccccc2)cc1
→ -21%	29%	15µM*	0%	·	-15%	·	·	·	?	14%
> COc1ccc(NC(=S)NCC(O)c2ccccc2)c(OC)c1 (stereo not given)
→ 4%	1%	4%	-3%	1%	1%	2	4	25	-1%	0%
> CCOC(=O)COc1cc(N2C(=O)CSCC2=O)c(Cl)cc1Cl
→ -8%	0%	4%	16%	1%	-4%	3	3	-7	-2%	-1%
> O=C(NCC1CCCO1)c1cc(-c2ccco2)nc2ccccc12 (stereo not given)
→ 3%	-7%	-16%	10%	-1%	-18%	-8	1	-12	-11%	-4%
> CC1CCN(C(=O)CSc2nnc(-c3ccc(S(=O)(=O)N4CCOCC4)cc3)n2C)CC1
→ -15%	-2%	2%	?	8%	7%	7	-1	-15	9%	1%
> COc1cccc(C(=O)NC(=O)Nc2nc(C)cc(C(F)(F)F)n2)c1
→ 7%	-4%	3%	-7%	-6%	1%	1	·	27	-4%	-2%
> CN(CC(=O)Nc1ccc2c(c1)CCC2)CC(=O)Nc1ccccc1Br
→ 6%	-6%	-10%	17%	-24%	1%	26	2	-20	-2%	-4%
> CN(Cc1ccncn1)C(=O)CC1C(=O)NCCN1Cc1cccc(Oc2ccccc2)c1 (stereo not given)
→ 8%	-3%	-1%	21%	-1%	4%	2	-5	4	-8%	0%
> CCCCn1c(N)c(N(CC(C)C)C(=O)CCS(=O)(=O)c2ccc(C)cc2)c(=O)[nH]c1=O
→ ·	-1%	15%	·	-1%	-2%	-1	·	-6	0%	-3%
> CCn1c(C)nc2cc(C(=O)N=Nc3c(O)[nH]c4c(C)cc(C)cc34)ccc21
→ ?	-3%	-1%	25%	·	-1%	·	1	·	-2%	-1%
> O=C(NCCCCCCOC1=NS(=O)(=O)c2ccccc21)C(=O)Nc1ccccc1
→ ?	27%	-2%	-40%	-28%	-8%	-3	0	13	?	?
> CCN1C(=O)/C(=C/N(C)C)c2ccccc21
→ 3%	1%	4%	4%	2%	-3%	1	1	-2	11%	-1%
> C[N+]1(C)CCCC(OC(=O)C(O)(c2ccccc2)c2ccccc2)C1 (stereo not given)
→ 1%	·	·	-2%	14%	·	-3	0	7	·	·
> Nc1[nH]n(-c2ccccc2)c(=O)c1N=Nc1ccccc1[N+](=O)[O-]
→ -4%	2µM*	?	?	2%	-6%	-30	-1	0	0.56µM*	3.2µM*
> CN1CCCC(OC(=O)COc2ccccc2)C1 (stereo not given)
→ 2%	-1%	-2%	7%	2%	0%	3	3	15	4%	2%

Retrieved one by one from above:
Second line of a record – Gal4-VP16 FLuc	NPC1 prom act	FLuc modulator	RORgamma inh	uPA surface inh	Tb PFK block	KCNH2 3.1 inh	Coupling enz	Giardia kill	Rab9 promoter act	ELG1 genotox
> Cc1ccc(C(=O)Oc2oc(-c3ccco3)nc2C=Nc2ccccc2)cc1
→ -21%	29%	15µM*	0%	·	-15%	·	·	·	?	14%
> CCc1c(C)[nH]n(-c2ccc(Oc3ccccc3)c(S(=O)(=O)O)c2)c1=O
→ -7%	-4%	1%	38%	2%	3%	1	-4	-6	1%	-1%
> COc1ccc(NC(=S)NCC(O)c2ccccc2)c(OC)c1 (stereo not given)
→ 4%	1%	4%	-3%	1%	1%	2	4	25	-1%	0%
> O=C(CCCc1nc(-c2ccc(Cl)cc2)no1)NC1CCCC1
→ -7%	0%	2%	-3%	6%	0%	-7	·	-4	-2%	-12%

Screening data: PubChem BioAssay, National Center for Advancing Translational Sciences (NCATS)
